BoNT-A LC inh2: blocks Botulinum neurotoxin A light chain protease; multiplex microsphere protease substrate cleavage, flow cytometry; inhibition, % at 10 µM; 360,000 compounds, 0.17% hits; AID 588499; also: plate controls were buffer without enzyme for full effect and enzyme alone for no effect
BoNT-F LC inh: blocks Botulinum neurotoxin F light chain protease | AID 588497 | Multiplex microsphere protease cleavage assay, flow cytometry | 360,000 compounds, 0.22% hits | inhibition, % at 10 µM; in the data active = inhibition above about 35%, passing the limit was not always enough; inconclusive = no clear call, values can overlap the other calls; also: plate controls were buffer without enzyme for full effect and enzyme alone for no effect
CCHF vOTU inh: CCHFV vOTU protease inhibition; 370,000 compounds, 0.55% hits; inhibition, % at 11.5 µM; Pep-AMC fluorescence; in the data active = inhibition above about 30%; also: 0% = vehicle wells with enzyme and 100% = no enzyme wells
SSB-PriA inh: K. pneumoniae PriA-SSBct interaction inhibition; 430,000 compounds, 0.6% hits; AID 1272365; inhibition, % at 33 µM; AlphaScreen SSBct-PriA binding, biotinylated peptide; in the data active = inhibition mostly above about 37%, no sharp cut-off; inactive = mostly below about 20%;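 also: plate controls were negative control peptide for no effect and reference peptide for full effect; strong numbers were not always called active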
PrPC surface inh: inhibitors of human cell surface prion protein PrPC; TR-FRET read-out; inhibition, % at 13.8 µM; P04156; 370,000 compounds, 0.43% hits; in the data active = inhibition above about 24%; also: 0% = median of the test wells and 100% = reference compound wells
DUSP3 inh: inhibitors of human VHR1 phosphatase (DUSP3) | inhibition, % at 13.3 µM | 290,000 compounds, 0.52% hits | recombinant VHR phosphatase, pNPP absorbance | P51452; in the data active = inhibition above about 50%; also: some compounds called inactive have numbers as strong as hits
Target sequence (P51452 whole entry, looked up): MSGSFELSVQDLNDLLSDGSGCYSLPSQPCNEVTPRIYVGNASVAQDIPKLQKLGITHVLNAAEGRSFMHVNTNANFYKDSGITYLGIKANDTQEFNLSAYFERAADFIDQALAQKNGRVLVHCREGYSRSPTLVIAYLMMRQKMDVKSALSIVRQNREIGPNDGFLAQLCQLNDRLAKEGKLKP
SARS 3CLpro inh: SARS-CoV 3CLpro protease inhibition | recombinant SARS-CoV 3CLpro, quenched FRET peptide cleavage | inhibition, % at 6 µM | 290,000 compounds, 0.14% hits; in the data active = inhibition above about 12%
Anthrax LF prot: inhibitors of Bacillus anthracis lethal factor protease. multiplex microsphere protease cleavage assay, LF. inhibition, % at 10 µM. 360,000 compounds, 0.12% hits. AID 588501; also: plate controls were buffer without enzyme for full effect and enzyme alone for no effect
MazEF act: MazEF (E. coli) toxin RNase activation; activation, % at 20 µM; 350,000 compounds, 0.32% hits; P0AE70; FAM/BHQ RNA-DNA oligo cleavage fluorescence, 5 h; in the data active = activation above about 50%
Target sequence (P0AE70 whole entry, looked up): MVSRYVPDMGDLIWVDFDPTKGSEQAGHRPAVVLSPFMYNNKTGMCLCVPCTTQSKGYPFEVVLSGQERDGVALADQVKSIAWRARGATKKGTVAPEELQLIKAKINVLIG
Rv3671c inh: inhibitors of M. tuberculosis serine protease Rv3671c; P9WHR9; inhibition, % at 5.96 µM; 320,000 compounds, 0.048% hits; in the data active = inhibition above about 38%;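 also: extracellular domain of Rv3671c used as enzyme; 0% = enzyme with DMSO and 100% = no enzyme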
Target sequence (P9WHR9 whole entry, looked up, the tested form may be a part): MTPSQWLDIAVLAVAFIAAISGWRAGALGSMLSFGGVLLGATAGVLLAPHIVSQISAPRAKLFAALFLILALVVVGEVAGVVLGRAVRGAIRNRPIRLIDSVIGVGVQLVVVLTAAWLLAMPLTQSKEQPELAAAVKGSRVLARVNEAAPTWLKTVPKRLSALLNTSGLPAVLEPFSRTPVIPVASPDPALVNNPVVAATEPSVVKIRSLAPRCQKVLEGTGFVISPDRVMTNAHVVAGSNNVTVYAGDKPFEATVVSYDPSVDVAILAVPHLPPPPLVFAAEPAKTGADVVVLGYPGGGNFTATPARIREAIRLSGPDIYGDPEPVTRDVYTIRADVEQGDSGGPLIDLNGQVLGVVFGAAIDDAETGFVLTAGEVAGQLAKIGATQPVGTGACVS
Active calls of the source: *; i = inactive; ? = inconclusive; · = not tested or not shown. Rule as the data show it, unless noted: active = inhibition above about 30%; inconclusive = no clear call, values can overlap the other calls; inactive = below that.

SMILES	BoNT-A LC inh2	BoNT-F LC inh	CCHF vOTU inh	SSB-PriA inh	PrPC surface inh	DUSP3 inh	SARS 3CLpro inh	Anthrax LF prot	MazEF act	Rv3671c inh
CCC[N+]12CCC(CC1)C(=C(c1ccccc1)c1ccccc1)C2	0.5	3	9	9	-8	4	1	-1	1	-4
Cc1c(CC(Cl)(Cl)Cl)c2c(n1O)CC(C)(C)CC2=O	0.1	1	8	3	2	15	0	1	-2	1
Cc1ccc2c(c1)c1c3n2CC(=C2C(=O)OC(C)(C)OC2=O)NC3CCC1 (centres undefined)	21	4	8	8	-1	16	-1	17	24	14
O=C(COC(=O)Cc1cccs1)Nc1ccccc1F	-0.3	-9	7	-23	-4	-14	-6	3	-3	2
CC(C)(C)C(=O)Nc1ccccc1C(=O)Nc1ccncc1	0.4	-6	3	-6	-3	35	-5	-5	2	0
CN(C)c1ccc(/C=N/NC(=O)CNC(=O)c2ccco2)cc1	-0.3	0	-10	·	-4	-11	-2	-2	-9	6
Cc1ccc(NC(=O)Nc2nnc(Cc3ccc(F)cc3)s2)cc1	-4.0	-18	-16	1	6	13	6	-2	-13	·
C[C@@H]1CN([C@@H](C)CO)C(=O)c2cc(C#CC(C)(C)O)cnc2O[C@@H]1CN(C)C(=O)c1ccccc1F	0.4	0	1	·	5	·	·	2	3	·
CC(C)CC1CCCCC1OC(=O)CN1CCCCC1 (centres undefined)	-1.6	-10	4	-15	8	0	5	-4	2	8
O=C(Nc1cc(Cl)cc(Cl)c1)C1CC(=O)N(C2CCCC2)C1 (centres undefined)	5.2	8	1	-17	1	·	·	12	4	7
Cc1ccccc1CN(C)CC(=O)NC(C)CCc1ccccc1 (centres undefined)	-0.4	0	1	-9	6	19	2	-3	-2	2
COc1ccc(S(=O)(=O)N(C)c2ccc(OCC(=O)Nc3cc(C)on3)cc2)cc1	0.3	-10	2	-2	0	10	-4	-3	5	7
C=CCOc1c(CNc2nccs2)cccc1OCC	0.8	-1	2	-9	10	-16	3	0	-1	-4
COCCCNC(=S)NCCCNc1nc2cc(C)cc(C)c2cc1C#N	2.8	0	-15	-9	-6	19	1	0	4	-3
Cn1c(=O)[nH]c(NC2CCCCC2)c(N=O)c1=O	-1.5	-33	-9	-9	-15	-1	3	0	-6	3
CN(C)c1cccc(O)c1	1.7	4	-4	0	-3	·	·	-2	-15	2
CCOC(=O)c1[nH]c2ccc(Cl)cc2c1-c1ccccc1	-1.6	-2	-7	-23	1	8	0	-12	-10	-6
Cc1nc(/C=C/c2ccccc2)cc(/C=C/c2ccccc2)n1	1.7	1	-1	-3	-5	2	-3	-4	-1	-4
COc1ccc(-c2cc(C(=O)OCC(=O)Nc3cc(C)on3)c3ccccc3n2)cc1OC	·	·	10	13	5	10	-4	·	-1	-9
CCOc1ccc(CCNC(=O)COC(=O)C2CC2)cc1OCC	1.8	-7	-5	0	0	·	·	0	5	-7

By substructure: the compounds so far containing four or more nitrogen atoms.
SMILES	BoNT-A LC inh2	BoNT-F LC inh	CCHF vOTU inh	SSB-PriA inh	PrPC surface inh	DUSP3 inh	SARS 3CLpro inh	Anthrax LF prot	MazEF act	Rv3671c inh
CN(C)c1ccc(/C=N/NC(=O)CNC(=O)c2ccco2)cc1	-0.3	0	-10	·	-4	-11	-2	-2	-9	6
Cc1ccc(NC(=O)Nc2nnc(Cc3ccc(F)cc3)s2)cc1	-4.0	-18	-16	1	6	13	6	-2	-13	·
COCCCNC(=S)NCCCNc1nc2cc(C)cc(C)c2cc1C#N	2.8	0	-15	-9	-6	19	1	0	4	-3
Cn1c(=O)[nH]c(NC2CCCCC2)c(N=O)c1=O	-1.5	-33	-9	-9	-15	-1	3	0	-6	3

Among those listed so far, 3 contain fluorine:
SMILES	BoNT-A LC inh2	BoNT-F LC inh	CCHF vOTU inh	SSB-PriA inh	PrPC surface inh	DUSP3 inh	SARS 3CLpro inh	Anthrax LF prot	MazEF act	Rv3671c inh
O=C(COC(=O)Cc1cccs1)Nc1ccccc1F	-0.3	-9	7	-23	-4	-14	-6	3	-3	2
Cc1ccc(NC(=O)Nc2nnc(Cc3ccc(F)cc3)s2)cc1	-4.0	-18	-16	1	6	13	6	-2	-13	·
C[C@@H]1CN([C@@H](C)CO)C(=O)c2cc(C#CC(C)(C)O)cnc2O[C@@H]1CN(C)C(=O)c1ccccc1F	0.4	0	1	·	5	·	·	2	3	·

(next part)
SMILES	BoNT-A LC inh2	BoNT-F LC inh	CCHF vOTU inh	SSB-PriA inh	PrPC surface inh	DUSP3 inh	SARS 3CLpro inh	Anthrax LF prot	MazEF act	Rv3671c inh
CCc1nc2c(OCc3ccccc3)cccn2c1N(Cc1ccccc1)C(C)=O	-0.3	1	-10	·	2	·	·	6	·	·
O=S(=O)(NCc1cn2ccsc2n1)c1cccs1	0.1	9	13	-12	2	15	0	-1	1	2
CCn1c(C(=O)O)c(CC(=O)NC2CCCCCC2)c2ccccc21	-1.1	1	5	0	10	23	0	-1	-4	4
Cc1nc2c(OCc3ccc(C(F)(F)F)cc3)cccn2c1N(C)Cc1cccs1	0.0	-5	24	·	0	·	·	0	·	·
N#Cc1ccccc1NC(=O)c1ccc2c(c1)OCCO2	0.0	-9	10	-12	3	-36	-2	-3	5	1
COc1ccc2c(c1)CCc1sc(NC(=O)c3ccco3)nc1-2	-0.3	8	·	-15	·	21	2	-5	9	-5
Cn1nc2c(c1C(=O)N1CCCC(C(=O)c3cc(F)ccc3F)C1)CCCC2 (centres undefined)	-0.2	-3	-14	-11	10	31	-4	-1	4	-4
COC(=O)c1ccc(N2C(=O)c3ccc(OC)c(OC)c3C2=O)cc1	·	·	10	-3	3	7	-2	·	-6	-3
CCCn1c(COc2ccccc2OC)nc2ccccc21	3.1	2	0	-14	2	6	-3	9	0	-11
CC1=C(C(=O)N(C)C)CC(CC(=O)NCc2cccc3ccccc23)C(=O)N1CCCN1CCCC1=O (centres undefined)	-0.4	-1	36*	·	-2	·	·	-5	2	·
CCOc1ccc(N2CSC3=C(C#N)C(c4ccco4)CC(=O)N3C2)cc1 (centres undefined)	-0.1	4	23	-9	-9	8	4	0	-2	-26
COc1ccc(S(=O)(=O)NCCc2c(C)nn(C)c2Oc2ccccc2)cc1	0.1	-7	-9	0	3	18	3	0	3	4
O=c1[nH]c(/C=C\c2cccc(C(F)(F)F)c2)nc(O)c1[N+](=O)[O-]	-0.8	-13	20	3	-12	17	-1	-14	4	·
CCN1C(=O)C(=O)N(CC(=O)c2[nH]c(C)c(C(C)=O)c2C)C1=O	-10	-8	-7	-2	4	·	·	-4	1	5
COc1ccc(OC)c2c1C(=O)C(Cl)=C(Cl)C2=O	·	·	-12	1	1	-18	2	·	0	1
O=C(CN1CCCCCC1)OCCN=C1NS(=O)(=O)c2ccccc21	-0.3	4	·	-25	·	6	-4	-3	2	1
COc1ccc(-n2c(SCC(=O)OC(C)C)nnc2-c2ccccn2)cc1	0.3	-3	6	20	1	14	4	-3	3	-4
NC(=O)c1nsc(C(=O)N(CC(=O)NCc2ccco2)c2ccccc2F)c1N	1.8	-8	-15	6	-3	14	1	-8	-13	3
CCCCn1cnc2c(SCc3ccccn3)nc(N)nc21	0.4	8	14	-5	0	·	·	5	14	·
COc1cc(C=O)cc(Br)c1OCC(N)=O	-0.1	-6	-10	-1	-4	14	-9	-1	12	-12
COc1ccc(/C=N/NC(=O)c2cnccn2)c(OC)c1OC	?	?	-4	i	5	32	-2	-6	-1	-9
COCc1[nH]nc2c1C(c1ccccc1F)C(C#N)=C(N)O2 (centres undefined)	0.7	7	17	-13	-5	35	3	4	1	-10
O=C(NN=C1CCCCCCCCCCC1)c1ccccc1F	-0.9	-19	-4	-17	0	-1	-5	-6	4	2
COc1ccccc1C(=O)NC(CCSC)C(=O)OCC(=O)NC(=O)NCc1ccco1 (centres undefined)	0.2	-9	3	0	1	-13	1	4	-2	0
Cc1ncc(CO)c(/C=N/NC(=O)c2cc3c(s2)CCCC3)c1O	0.4	-4	-29	·	40*	5	1	-4	-12	16
O=C(CN(Cc1cccs1)S(=O)(=O)c1ccc(S(=O)(=O)N2CCCCC2)cc1)Nc1ccccc1	0.4	-4	8	-8	-3	-2	4	-3	18	-1
CCCCCC(=O)Nc1cc(S(=O)(=O)N2CCCCC2)ccc1N1CCCCC1	0.0	-8	4	-5	2	·	·	-4	1	·
O=C(COC(=O)CC1CC2CCC1C2)Nc1cccc(S(=O)(=O)NC2=NCCCCC2)c1 (centres undefined)	-1.1	-4	0	6	-16	-17	0	2	1	-10
C=CCNC(=O)CSc1nnc(-c2cccc(S(=O)(=O)N3CCOCC3)c2)o1	0.0	1	-8	·	1	·	·	4	2	·
CC(C)CNc1ncnc2c1cnn2Cc1ccccc1Cl	0.7	-16	6	-14	4	27	2	-2	6	-12
CCCc1nc2c3ccccc3ccn2c1Cc1cccc(Cl)c1	0.0	2	0	·	-2	·	·	-5	·	·
O=C(O)CC(NC(=O)c1ccncc1)c1ccccc1 (centres undefined)	-0.1	4	-7	-23	0	1	0	-11	3	4
CN1CCc2c(sc3c2c(NCc2ccco2)nc2nnnn23)C1	1.3	-15	-25	-2	-4	-17	-2	-4	0	-6
Nc1nc2c(c(=O)[nH]1)C(c1ccccc1)C1=C(N2)c2ccccc2C1=O (centres undefined)	0.1	-2	-7	-4	-36	0	-2	-2	18	13
CCOC(=O)c1cnc(-c2ccccc2)nc1N	-1.0	-13	-1	-10	0	-20	-7	-3	-2	2
COc1cccc(NC(=O)NC2CCCCC2C)c1 (centres undefined)	0.2	3	9	-22	1	1	2	-1	-1	-3
Cc1cc(C)nc(NS(=O)(=O)c2ccc(N3C(=O)C4CC=C(Cl)CC4C3=O)cc2)n1 (centres undefined)	4.5	2	7	-3	-5	18	2	-3	-3	5
CCOC(=O)CC1=C(C(=O)OCC)C(c2ccncc2)C(C#N)=C(N)O1 (centres undefined)	-0.4	-2	4	4	0	8	-2	0	-1	·
CC(C)[C@H](NS(=O)(=O)c1ccccc1)C(=O)OCC(=O)Nc1ccccc1Sc1ccccc1	-0.5	-7	6	-3	8	3	6	-3	-5	-15
Cc1nc(N)c(Cc2ccccc2F)c(N)n1	-2.2	-4	-1	6	1	9	-1	-8	-2	-6
CC1C(=O)N2CCCc3cc(NC(=O)COc4ccc(Cl)cc4)cc1c32 (centres undefined)	·	·	-3	-4	-7	·	·	·	1	3
O=C(CCC1CCCN(C(=O)c2ccncc2)C1)NCc1ccc(F)c(F)c1 (centres undefined)	1.3	-1	-13	-2	-5	5	7	-2	-8	2

Molecules listed so far with two or more sulfur atoms (four):
SMILES	BoNT-A LC inh2	BoNT-F LC inh	CCHF vOTU inh	SSB-PriA inh	PrPC surface inh	DUSP3 inh	SARS 3CLpro inh	Anthrax LF prot	MazEF act	Rv3671c inh
O=S(=O)(NCc1cn2ccsc2n1)c1cccs1	0.1	9	13	-12	2	15	0	-1	1	2
O=C(CN(Cc1cccs1)S(=O)(=O)c1ccc(S(=O)(=O)N2CCCCC2)cc1)Nc1ccccc1	0.4	-4	8	-8	-3	-2	4	-3	18	-1
C=CCNC(=O)CSc1nnc(-c2cccc(S(=O)(=O)N3CCOCC3)c2)o1	0.0	1	-8	·	1	·	·	4	2	·
CC(C)[C@H](NS(=O)(=O)c1ccccc1)C(=O)OCC(=O)Nc1ccccc1Sc1ccccc1	-0.5	-7	6	-3	8	3	6	-3	-5	-15

Bioassay records as filed in PubChem.

The list is partial. The share of hits here may be higher or lower than overall.
